# Siah-1 displacement – blockers of Siah-1 interaction with plectin peptide – biochemical, fluorescence polarization, rhodamine-plectin, uHTS, primary screen (AID 1817) | Siah-1 / rhodamine-plectin peptide fluorescence polarization; higher % means a stronger effect | 290,000 compounds, 0.02% hits | displacement, % at 20 µM, or IC50 in µM where a hit was titrated;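 active = displacement of at least 50% at 20 µM, with a fluorescence ratio check between 0.3 and a set limit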;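 also: plate controls were Siah plus tracer with DMSO for no effect and tracer alone without Siah for full effect; strong numbers were not always called active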
# Salmonella PhoP GFP – PhoP-dependent GFP reporter repression – Salmonella Typhimurium, primary screen (AID 1863) | S. Typhimurium PhoP-regulated promoter GFP reporter, 4 h; higher % means a stronger effect | one-dose inhibition, % at 50 µM; IC50 in µM for titrated hits | 300,000 compounds, 0.16% hits;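 active = inhibition over 29.93%, a cutoff 3 SD above the screen mean, later confirmed by dose response; inconclusive = inhibition over 29.93% but no dose response follow-up; inactive = inhibition at most 29.93% or unconfirmed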;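 also: 0% = low Mg2+ inducing control and 100% = high Mg2+ repressing control; strong numbers were not always called active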
# PMI inhibition – MPI inhibition at elevated mannose 6-phosphate – biochemical, fluorescence intensity, high mannose 6-phosphate, primary screen (AID 1220); one-dose inhibition, % at 20 µM; IC50 in µM for titrated hits; 190,000 compounds, 0.66% hits; recombinant PMI enzyme, coupled fluorescence intensity; higher % means a stronger effect
# XIAP antagonists – XIAP antagonists, biochemical, IAP family, fluorescence polarization (AID 1018); XIAP BIR domain, fluorescence polarization peptide displacement; higher % means a stronger effect; displacement, % at 20 µM; hits with a dose series show IC50 in µM; 200,000 compounds, 0.007% hits; in the data active = displacement above about 50%; also: a part of the inactive calls stands beside numbers as strong as those of hits
# WT yeast gro inh – growth inhibition of WT yeast, mitochondrial fusion screen | mitochondrial fusion phenotypic screen, WT strain | inhibition, % at 10 µM | 190,000 compounds, 2.1% hits | AID 1362; in the data active = inhibition above about 58%; tested in S. cerevisiae
# Myeloid diff 2 – promotes myeloid progenitor differentiation | ER-HoxA9 myeloid progenitors, lysozyme-GFP differentiation, flow cytometry | calls only at 10 µM | 360,000 compounds, 1% hits | AID 624256;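 active = normalized GFP-positive differentiation at or above the plate's own cutoff, the solvent-only control mean plus 3 SD; inconclusive = no clear call, values can overlap the other calls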;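 also: cells exposed to compound for four days before flow analysis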
# RSV CPE inhibition – RSV antiviral activity via CPE protection, HEp-2 cells, primary 10 µM value included (AID 2391); 310,000 compounds, 0.13% hits; HEp-2 cells, RSV-induced CPE inhibition; higher % means a stronger effect; CPE inhibition, % at 10 µM, or IC50 in µM where a hit was titrated; in the data active = a potency from the dose series; inconclusive = CPE inhibition mostly from about 23% at the one dose, without a potency; inactive = the rest, 99 in 100 with CPE inhibition below about 21%; also: strong numbers were not always called active
# human PMI inhibition – MPI enzyme activity inhibition – biochemical, fluorescence intensity, coupled assay, primary screen (AID 1209); purified PMI enzyme, coupled fluorescence intensity; higher % means a stronger effect; inhibition, % at 20 µM, or IC50 in µM where a hit was titrated; 190,000 compounds, 0.42% hits;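 also: plate controls were DMSO vehicle for no effect and wells lacking substrate for full effect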
# TNAP activation fold – stimulation of alkaline phosphatase TNAP activity – biochemical, luminescent, no phosphate acceptor, uHTS, primary screen (AID 1001); purified TNAP, luminescent activation assay, no phosphate acceptor; higher activation fold means a stronger effect; one-dose activation fold at 20 µM; EC50 in µM for titrated hits; 200,000 compounds, 0.03% hits; in the data active = activation fold from about 3, or a potency from the dose series; inactive = the rest, 99 in 100 with activation fold below about 1.6; also: many of its hits are not listed in these tables
# WT yeast gro inh mutant strain – recorded beside WT yeast gro inh, whose call it bears; inhibition, %; mitochondrial fusion phenotypic screen, mutant strain inhibition
# Myeloid diff 2 GFP+ MAC1+ % – further read-out of Myeloid diff 2, marked with its call; GFP+ MAC1+ double positive, %; measured here: differentiation confirmed by MAC1 staining
# An asterisk follows results filed as active; i = inactive; u = inconclusive; x = no result given; + = active, no number. Rule as the data show it, unless noted: active = inhibition above about 50%; inactive = the rest. This is a random part of the collection. About 3.1% of those tested had a hit in this group.
# Order of results: Siah-1 displacement	Salmonella PhoP GFP	PMI inhibition	XIAP antagonists	WT yeast gro inh	WT yeast gro inh mutant strain	Myeloid diff 2	Myeloid diff 2 GFP+ MAC1+ %	RSV CPE inhibition	human PMI inhibition	TNAP activation fold
COc1ccc(OCc2cn3c(C)cc(C)nc3n2)cc1
→ -4%	-24%	10%	1.3%	-8	5	i	0.6	0.9%	7%	1.1
COc1cc(SC)ccc1C(=O)N1CC(C)OC(C)C1 (stereo unspecified)
→ 1%	9%	-1%	-5.9%	-12	-7	i	0.3	-0.8%	2%	1
CCOc1ccc(Oc2ccc(S(=O)(=O)N3CCOCC3)cc2N)cc1
→ 16%	2%	1%	-0.7%	8	0	i	0.1	0.8%	10%	1.1
Cc1n[nH]c(C)c1CCN(C)Cc1cn(C)nc1-c1ccccc1F
→ 4%	-1%	-4%	-2.6%	-8	7	i	0.8	-1.2%	1%	1.1
COc1cccc(/C=C2/SC(=O)N(CC(=O)N3CCc4ccccc4C3)C2=O)c1OCC(=O)O
→ 1%	-1%	2%	-4.8%	2	-1	i	0.5	-0.4%	8%	1.1
Cc1nc2ccccc2n1CCC(=O)Nc1cccc(F)c1
→ -2%	14%	2%	-0.4%	11	-1	i	0.8	0.6%	5%	1.1
O=C(NNc1nc(-c2ccccc2)cs1)c1ccccc1
→ 3%	46%	-15%	-9.1%	4	-39	i	1.1	-2.4%	-5%	1.1
O=C(Nc1nnc(COc2ccccc2)s1)Nc1ccccc1F
→ 0%	2%	x	x	x	x	i	0.5	5.0%	x	x
CCOC(=O)CCCNC(=O)CSc1nnc(-c2ccccc2)c(-c2ccccc2)n1
→ -4%	-8%	x	x	x	x	i	0.5	1.6%	x	x
Cc1c(NC(=O)CN2CCN(c3cccc(Cl)c3)CC2)c(=O)n(-c2ccccc2)n1C
→ 3%	-7%	-5%	-1.7%	-6	0	i	0.6	0.3%	-6%	1
C=CCNC(=O)C(=O)NCC1CCCN1CC (stereo unspecified)
→ 3%	x	0%	-3.5%	-10	-6	i	0.5	1.9%	8%	1.1
Cc1cc(NCCCn2ccnc2)n2ncc(-c3ccccc3)c2n1
→ -2%	11%	7%	-1.3%	2	2	i	0.2	0.4%	6%	1
Cc1ccc(CN(Cc2ccccn2)C(=O)Nc2c(F)cccc2F)cc1
→ 7%	4%	x	x	x	x	i	0.7	2.8%	x	x
CC1CCCCC1NC(=O)CCNC(=O)N1CC(=O)Nc2ccccc21 (stereo unspecified)
→ 5%	-2%	x	x	x	x	i	3.7	3.5%	x	x
CC1(C)Cc2c(C#N)c(NCCN3CCOCC3)nc(-c3ccccc3)c2CO1
→ 0%	-13%	x	x	x	x	i	0.3	-0.8%	x	x
CCOC(=O)N1CCN(c2cc3nccnc3cc2F)CC1
→ 4%	-8%	18%	-5.7%	14	14	i	0.6	0.7%	18%	1.1
O=C(Cn1cc(C(F)(F)F)cc(Cl)c1=O)NCc1ccc(F)cc1
→ 2%	-1%	x	x	x	x	i	0.8	0.9%	x	x
O=C(CCN1CCOCC1)Nc1ccc(Cl)cc1
→ 2%	5%	x	x	x	x	i	1.3	1.9%	x	x
Cc1c(C(=O)N2CCCC2)sc(NC(=O)c2ccco2)c1C#N
→ -5%	-15%	-8%	-9.2%	0	4	i	1.5	3.3%	-10%	0.9
CN(C)/C=N/c1nc2ncc(-c3ccc(Cl)cc3)c(/N=C/N(C)C)n2n1
→ 4%	-3%	7%	-1.0%	-14	-1	i	0.2	-2.7%	-2%	1.1
Cc1cc(C)cc(N2C(=O)C3CC=CCC3C2=O)c1 (stereo unspecified)
→ -2%	8%	-3%	-5.5%	9	4	i	0.9	0.8%	-2%	1
Cc1ccc(NC(=O)Cn2ccsc2=N)c([N+](=O)[O-])c1
→ 16%	-1%	3%	-2.0%	-4	9	i	0.2	1.6%	1%	1
CCOC(=O)C1=C(c2ccccc2)NC(=O)NC1c1ccc(OC)cc1OC (stereo unspecified)
→ 6%	3%	x	x	x	x	i	0.2	1.8%	x	x
COc1cc(CNCCSc2nnnn2C)cc(Br)c1OCc1ccccc1F
→ -1%	13%	0%	-4.0%	32	-1	i	0.8	-2.5%	9%	1
COC(=O)/C=C1\C(=O)N(c2nc3ccc(OC)cc3s2)C(=S)N1c1ccc(F)cc1
→ 2%	-6%	5%	-11%	9	8	x	x	0.8%	7%	1.1
CCCCNC(=O)c1onc(CSc2ccc(F)cc2)c1C(=O)O
→ 0%	-12%	-8%	4.1%	-7	7	+	3.4*	1.4%	-1%	1
Nc1ccc(-c2nc3cc(N)ccc3s2)cc1
→ 6%	9%	44%	-2.6%	5	8	i	0.3	4.3%	10%	1.1
CCOc1ccc(CN2CCN(S(=O)(=O)c3ccc(NC(C)=O)cc3)CC2)cc1
→ 1%	-3%	2%	-6.2%	-10	1	i	0.1	0.4%	-1%	1.1
COc1ccc(-c2cc(-c3ccc(Cl)cc3)n[nH]2)c(O)c1
→ 0%	1%	x	x	x	x	i	0.3	3.7%	x	x
O=C(CN1C(=O)C2(OCCO2)c2ccccc21)c1ccc(Cl)cc1
→ 6%	-9%	14%	-12%	-24	-12	i	2.1	2.6%	15%	1.1
CCOc1ncccc1C(=O)OCc1ccc(C#N)cc1
→ 5%	-3%	0%	-4.0%	-16	-4	i	0.6	3.3%	7%	1.1
CC(=O)c1ccccc1C(=O)N1CCCC(N2CCN(Cc3ccc4c(c3)OCO4)CC2)C1 (stereo unspecified)
→ -2%	-1%	x	x	x	x	i	0.8	0.5%	x	x
COc1ccc(NC(=O)CN2C(=O)/C(=C3\SC(=S)N(CCC(=O)O)C3=O)c3ccccc32)cc1
→ 12%	14%	x	x	x	x	i	1.2	2.4%	x	x
CCOc1cc(Br)ccc1S(=O)(=O)N1CCC(C(N)=O)CC1
→ 2%	-6%	-4%	-5.5%	-5	-7	i	0.4	0.1%	4%	1.1
CCOc1cc(C2NC(=O)NC(c3ccccc3)=C2C(=O)c2ccccc2)c(Br)cc1OCC(=O)O (stereo unspecified)
→ 9%	1%	6%	-18%	-8	-9	i	0.2	1.0%	1%	1
Cc1cc(C(=O)CCl)c(C)n1-c1cccc(S(=O)(=O)N2CCOCC2)c1
→ -2%	-4%	-43%	-12%	-6	-5	x	x	-4.1%	-24%	1
CCCCCCn1c(SCCCC)nc2c1c(=O)[nH]c(=O)n2C
→ 2%	0%	0%	-1.2%	14	3	i	1.6	2.6%	3%	1.1
O=C(O)C1CC=CCC1C(=O)Nc1ccc(F)c(F)c1 (stereo unspecified)
→ 0%	-22%	-55%	-3.6%	15	8	i	1.8	0.6%	-36%	1.1
CC(C)OP(=O)(OC(C)C)C1(O)C(=O)Nc2ccc(Br)cc21 (stereo unspecified)
→ 2%	9%	1%	2.8%	-1	-18	i	1.7	0.9%	2%	1
COc1ccc(-c2c(-c3ccc(OCC(=O)NN)cc3O)n[nH]c2C)cc1OC
→ -5%	-5%	x	x	x	x	i	0.7	0.6%	x	x
CCCN1C(=O)c2ccc(C(=O)NC3=NCCS3)cc2C1=O
→ -2%	-3%	7%	-1.7%	8	5	i	0.8	-0.2%	9%	1.1
COc1ccc(N2CC(C(=O)Nc3ccccc3C(=O)NC3CC3)CC2=O)cc1 (stereo unspecified)
→ 6%	8%	x	x	x	x	i	0.7	-0.2%	x	x
O=C(Cn1ncc2c(=O)oc3ccccc3c21)NC1CC1
→ 6%	-2%	3%	-2.8%	0	7	i	1.6	1.7%	6%	1.1
c1ccc(COc2ccc(CNCc3cccnc3)cc2)cc1
→ 3%	7%	-9%	-0.5%	44	45	i	0.4	-3.4%	-7%	1.1
CCc1ccc2oc(-c3ccc(N)cc3)nc2c1
→ 3%	6%	16%	2.0%	-2	6	i	1.3	18%	19%	1.1
COCCNC(=O)C(=O)Nc1ccc(Cl)cc1C
→ 6%	6%	-5%	-5.8%	9	3	i	0.1	0.5%	-10%	1
O=c1nc(N2CCCC2)nc(Nc2ccccc2)[nH]1
→ 4%	-2%	10%	-4.3%	1	-5	i	0.5	2.4%	13%	1.1
Cc1ccc(N2Cc3ccccc3C2=S)cc1
→ 11%	-5%	-16%	0.0%	-9	-2	i	0.4	-1.5%	-12%	1.2
COc1ccc(CCNC(=O)CSc2nnc3c(n2)[nH]c2ccc(F)cc23)cc1OC
→ 4%	-8%	x	x	x	x	i	0.5	0.8%	x	x
O=C(c1ccc(Cl)c(S(=O)(=O)Nc2ccccc2C(=O)N2CCc3ccccc3C2)c1)N1CCc2ccccc2C1
→ 20%	4%	6%	-5.0%	33	6	i	0.6	13%	7%	0.9
C=C(C)COc1ccc(-c2[nH]ncc2Oc2ccc(OC)cc2)c(O)c1
→ 8%	-5%	x	x	x	x	i	0.4	12%	x	x
O=C(CNC(=O)c1ccccc1C(=O)O)c1ccccc1
→ 2%	-6%	-51%	-5.5%	-13	1	i	0.8	1.7%	-48%	1.1
CCOC(=O)N1CCC(N2Cc3cccc(C(=O)NC(C)c4ccc5c(c4)OCCO5)c3C2=O)CC1 (stereo unspecified)
→ -1%	8%	3%	-5.5%	7	3	i	3.5	2.6%	-3%	1.1
CCC(C)(C)NC(=O)CN(C(=O)CCC(=O)Nc1nccs1)c1cccc(C)c1
→ 6%	1%	x	x	x	x	i	0.2	1.8%	x	x
CCOC(=O)C1CCN(C(=O)C2CCC(=O)N(Cc3cccc(C(F)(F)F)c3)C2)CC1 (stereo unspecified)
→ 1%	3%	x	x	x	x	i	1.1	1.4%	x	x
Nc1ncnc2c1ncn2CCN1CCCCC1
→ 1%	-1%	-6%	-5.9%	-4	-1	i	1.1	0.0%	-2%	0.9
COc1ccccc1NS(=O)(=O)c1cc(-c2cnc(C3CC3)o2)ccc1C
→ 2%	3%	x	x	x	x	u	x	-0.1%	x	x
N#CC12CCCCC1CC1CCCCC1(C#N)N2Cc1ccccn1 (stereo unspecified)
→ -3%	-5%	3%	-8.8%	-20	10	i	0.7	-0.4%	5%	1.1
O=c1[nH]c2ccccc2c2nc(-c3cccc(S(=O)(=O)N4CCCC4)c3)nn12
→ 4%	-2%	x	x	x	x	i	0.6	7.1%	x	x
COc1ccc(CCNC(=O)CC2SC(=NCCc3ccccc3)NC2=O)cc1OC (stereo unspecified)
→ 4%	9%	-2%	-1.6%	2	-9	i	0.4	1.2%	-2%	1.1
CC(=O)N=c1scc(-c2ccccc2)n1-c1cccc(O)c1
→ 1%	-6%	x	x	x	x	i	1.8	0.6%	x	x

# Screening results as filed in PubChem.
